# Compound activity (PubChem)
# SENP7 block: inhibitors of human SENP7 protease | inhibition, % at 5 µM | Q9BQF6 | hit rate 1.5% among 330,000 | recombinant SENP7, Z-RLRGG-aminoluciferin luminescence, 40 min;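 active means inhibition above about 50% at the single test dose, limit read from the data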;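 further: plate controls were DMSO with enzyme for no effect and no enzyme buffer wells for full effect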
# beta cell repl: MIN6 beta-cell proliferation induction; MIN6 cells proliferation, ATPlite luminescence, 48 h; cells starved in 0.2% serum; 100% = growth in 10% serum; proliferation, % at 10 µM; hit rate 0.29% among 330,000;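 active means compounds whose signal lies at least 3.5 SD above the mean of all wells on their plate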;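 further: 0% = DMSO-treated cells in low-serum medium and 100% = 10% serum control; some compounds called inactive have numbers as strong as hits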
# SENP8 block-1: blocks human SENP8 cleavage of Nedd8 substrate; recombinant SENP8, Nedd8 substrate fluorescence; AID 602440; inhibition, % at 20 µM; hit rate 0.64% among 360,000; in the data active means inhibition mostly above about 40%, no sharp cut-off; inactive means mostly below about 27%
# SENP6 block: inhibitors of human SENP6 protease; Q9GZR1; Recombinant SENP6 catalytic domain, aminoluciferin luminescence; inhibition, % at 10 µM; hit rate 1.8% among 330,000;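 active means inhibition above about 50% at the single tested dose, limit read from the data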;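 further: plate controls were DMSO wells with enzyme for no effect and DMSO wells lacking enzyme for full effect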
# UBC13 polyUb: human UBC13 polyubiquitination inhibition; hit rate 0.47% among 330,000; P61088; AID 485273; inhibition, % at 20 µM; UBC13 polyubiquitin chain formation, TR-FRET; in the data active means inhibition above about 45%, passing the limit was not always enough
# Target sequence (P61088 whole entry, looked up): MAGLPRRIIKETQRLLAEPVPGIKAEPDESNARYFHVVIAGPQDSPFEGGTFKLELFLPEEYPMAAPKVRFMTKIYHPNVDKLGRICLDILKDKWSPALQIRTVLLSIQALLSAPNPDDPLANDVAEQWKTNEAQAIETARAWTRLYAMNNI
# SENP8 block-2: inhibitors of human SENP8 protease; AID 2540; hit rate 1.2% among 330,000; inhibition, % at 10 µM; purified SENP8, Z-RLRGG-aminoluciferin cleavage, luminescence; Q96LD8; in the data active means inhibition above about 50%
# SENP1 inh: blocks the human SENP1 SUMO protease catalytic domain. Q9P0U3. recombinant SENP1 catalytic domain, CyPet-SUMO1-YPet FRET cleavage. inhibition, % at 10 µM. hit rate 0.21% among 360,000. AID 624204;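 active means inhibition at least 30% at 10 µM, raw YFP signal under a set limit, fluorescence ratio 0.5 to 1.5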;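 further: 0% = enzyme with DMSO and 100% = no enzyme wells; some results filed as inactive read as strong as hits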
#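 Material – human SENP1 catalytic domain · Input – SENP1 enzyme, 20 pM final · Compound dosing – single concentration of 10 µM compound, 0.5% DMSO final · Timing – enzyme reaction for 50 min at room temperature, dark · Measured by – FRET fluorescence in CFP and YFP emission channels · Control set – no-enzyme wells low, DMSO-plus-enzyme wells high control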
# HKDC1 inh: inhibitors of human hexokinase HKDC1; Q2TB90; recombinant HKDC1, G6PDH/diaphorase resazurin coupled fluorescence; inhibition, % at 20 µM; hit rate 0.16% among 340,000;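 active means inhibition above about 35% when tested at 20 µM, limit read from the data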;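 further: plate controls were DMSO wells with enzyme for no effect and DMSO wells lacking enzyme for full effect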
# Target sequence (Q2TB90 whole entry, looked up): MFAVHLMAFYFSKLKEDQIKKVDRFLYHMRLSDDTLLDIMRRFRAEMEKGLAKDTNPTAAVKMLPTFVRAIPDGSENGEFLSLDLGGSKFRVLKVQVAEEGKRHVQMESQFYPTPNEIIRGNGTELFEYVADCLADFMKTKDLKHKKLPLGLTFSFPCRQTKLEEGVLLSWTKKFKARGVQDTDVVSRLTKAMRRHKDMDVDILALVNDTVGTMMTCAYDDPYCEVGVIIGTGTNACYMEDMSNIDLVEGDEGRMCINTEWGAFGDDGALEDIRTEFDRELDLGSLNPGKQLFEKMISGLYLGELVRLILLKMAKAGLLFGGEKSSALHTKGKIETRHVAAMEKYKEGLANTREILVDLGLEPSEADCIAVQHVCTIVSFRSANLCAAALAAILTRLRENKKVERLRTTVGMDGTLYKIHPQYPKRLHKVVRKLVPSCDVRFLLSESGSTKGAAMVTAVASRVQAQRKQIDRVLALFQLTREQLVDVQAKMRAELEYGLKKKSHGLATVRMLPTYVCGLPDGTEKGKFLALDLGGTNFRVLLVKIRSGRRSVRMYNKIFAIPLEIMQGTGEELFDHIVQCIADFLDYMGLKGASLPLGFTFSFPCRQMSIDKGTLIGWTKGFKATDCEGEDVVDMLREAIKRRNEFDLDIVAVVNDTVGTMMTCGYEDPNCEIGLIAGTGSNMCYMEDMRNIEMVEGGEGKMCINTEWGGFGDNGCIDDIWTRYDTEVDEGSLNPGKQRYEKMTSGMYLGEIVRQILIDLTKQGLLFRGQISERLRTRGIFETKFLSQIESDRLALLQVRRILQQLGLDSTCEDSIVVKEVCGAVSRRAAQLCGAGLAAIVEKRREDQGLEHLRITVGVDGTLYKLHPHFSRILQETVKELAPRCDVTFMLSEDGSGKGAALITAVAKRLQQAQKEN
#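 System: Recombinant HKDC1 hexokinase | Amount: HKDC1 at 5 µg/mL | Reagent: Glucose with 1 mM ATP | Doses: Single 20 µM dose | Incubation: Reaction time 90 min, room temperature, protected from light | Signal: Coupled resazurin fluorescence, excitation 525 nm, emission 613 nm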
# PfG6PD inh: PfG6PD (Plasmodium falciparum) enzyme inhibition; PfGluPho enzyme, NADPH resazurin-diaphorase fluorescence; inhibition, % at 20 µM; hit rate 0.78% among 350,000; AID 504690;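 active means inhibition reaching at least a set limit at 20 µM in the primary screen, cut at about 59% in these data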;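 further: 0% = DMSO wells with substrate and 100% = DMSO wells lacking glucose-6-phosphate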
# The depositor's hits bear a star; i = inactive; · = no result given; & = joins results of further samples.
SMILES,SENP7 block,beta cell repl,SENP8 block-1,SENP6 block,UBC13 polyUb,SENP8 block-2,SENP1 inh,HKDC1 inh,PfG6PD inh
Cc1ccc(-n2c(Cc3cccn3C)nnc2SCC(N)=O)cc1,7,-2,10,-3,4,1,1,10,-11
COc1ccccc1N(CCN1C(=O)c2cccc3cccc(c23)C1=O)C(=O)c1ccncc1,-5,-2,·,-17,-5,-2,·,·,·
C/C(CC(=O)NCc1ccc(F)cc1)=N\NC(N)=S,6,-1,0,2,5,1,1,-6,7
COc1ccc(CCn2c(C)cc(C(=O)CSc3nnnn3C)c2C)cc1,-1,2,16,-5,4,-1,1,-8,-6
O=C1c2ccccc2-c2nc3ccccc3n21,3&0,1&1,-33&-35,15&-15,1&13,-29&-22,0&2,-3&-1,-12&11
CCOc1ccc(C(=O)C[n+]2ccc(C(=O)NCCO)cc2)cc1,-3,-2,13,-5,0,3,-11,-4,9
O=C1Nc2ccccc2C1C(C[N+](=O)[O-])c1ccccn1 (stereo not given),-5,-3,-2,-3,-6,-6,-4,-2,0
Cc1ccccc1OCCC(=O)OCC(=O)Nc1ccc(C(N)=O)cc1,-5,2,7,-10,10,3,4,-8,-6
CCOC(=O)N1CCN(Cc2nc3ccc([N+](=O)[O-])cc3c(=O)n2-c2ccccc2F)CC1,5,0,12,-10,0,-1,0,0,7
CCS(=O)(=O)Nc1ccc(C(=O)CC2(O)C(=O)Nc3ccc(Br)cc32)cc1 (stereo not given),9,0,2,-13,-12,-4,2,1,-21
CCOC(=O)c1cccnc1SCC(=O)N(C)c1ccccc1,-4,0,9,3,9,0,1,-5,2
CCOc1ccc(C(O)C(CN2CCOCC2)c2ccccc2)cc1 (stereo not given),4,-1,11,-8,-1,-2,3,-4,9
Cc1nnc(SCc2cccc([N+](=O)[O-])c2)s1,-5,-4,13,8,-1,0,2,-6,3
O=C(NCc1ccccc1)c1ccc(NC(=O)C2CCC2)cc1,·,·,10,·,·,·,0,-7,4
COc1ccccc1NC(=O)CCCc1nc(-c2ccc(OC)c(OC)c2)no1,11,-1,16,-6,1,1,3,0,-12
CC(=O)Nc1cccc(NC(=O)c2cc(Cl)ccc2Cl)c1,4,-3,5,-7,9,3,3,-3,-17
CCC(=O)Nc1nnc(SCC(=O)NC2CCCC2)s1,1,1,3,-9,3,-9,2,-3,22
CN(C)S(=O)(=O)c1ccc2c(c1)C(=NO)c1cc(S(=O)(=O)N(C)C)ccc1-2,-1,3,-211,6,5,5,1,-2,-5
CC(NC(=O)C(C)(C)C)C(c1cccs1)N1CCOCC1 (stereo not given),3,-1,28,-2,-9,4,2,-4,8
COc1ccc2c(c1)nc(CN1CCN(CCO)CC1)n2C,7,-4,-2,1,-2,23,-5,-6,7
CC1CCCCC12NC(=O)N(CC(=O)N1CCN(S(=O)(=O)c3cccs3)CC1)C2=O (stereo not given),3,2,2,-7,0,2,-2,3,12
O=C(Nc1cccc(S(=O)(=O)N2CCCC2)c1)c1cncc(Br)c1,2,-2,22,-7,10,-3,2,-3,-3
COc1cc2[nH]cc(C(=O)NCCc3ccccc3)c(=O)c2cc1OC,-4,1,-16,-12,16,2,-18,24,15
COc1ccccc1NC(=S)NC(=O)C(C)C,18,-1,3,-12,-1,-8,1,-10,-13
CCOC(=O)N1CCC(NC(=O)C2=CCN(S(=O)(=O)c3ccc(F)cc3)CC2)CC1,-11,-3,19,-3,-6,-8,-2,-2,2
O=C(NCCCn1ccnc1)/C(=C\c1ccccc1F)NC(=O)c1ccccc1,1,-2,11,9,-1,5,0,-4,2
COC(=O)c1[nH]c2cc(C)ccc2c1NC(=O)CN1CCc2cc(OC)c(OC)cc2C1,-1,-3,-339,-10,16,8,0,-2,3
NC(=O)C1CCN(C(=O)CCn2c(=O)oc3ccccc32)CC1,-1,2,0,-1,5,-1,33*,2,0
COc1ccc(-c2nc(CN3CCC(C(=O)N4CCOCC4)CC3)c(C)o2)cc1OC,-7,0,12,-12,4,0,3,-4,-5
CC(OC(=O)C1=COCCO1)C(=O)Nc1cc(S(=O)(=O)N2CCCCC2)ccc1Cl (stereo not given),6,0,-8,0,2,4,-6,-7,16
CCc1ccccc1NC(=O)C1CCN(S(=O)(=O)c2ccc3c(c2)N(C(C)=O)CCO3)CC1,-3,-3,11,15,1,6,1,0,-16
COc1ccc([N+](=O)[O-])cc1NC(=O)c1ccc(N(Cc2ccccc2C)S(C)(=O)=O)cc1,3,0,18,-2,-4,1,2,15,-30
Cc1ccc(C2C(C#N)=C(N)SC(N)=C2C#N)cc1,·,·,-31,·,·,·,-21,13,48
OCC[C@H]1C[C@@H](O)[C@H](O)[C@]2(OCc3ccccc32)O1,-9,-7,9,-17,-9,-6,2,-2,3
CCOC(=O)c1ccccc1NC(=O)CSc1ccc(-c2cccnc2)nn1,-11,-2,8,0,-4,-4,1,-2,3
O=C(c1cnsn1)N1CCN(c2ccccc2)CC1,6,-1,19,0,-3,4,0,-7,8
Cc1ccc(-n2c(C)nc3c(cnn3-c3ccc(C)c(C)c3)c2=O)cc1C,-9,-1,12,-2,1,-10,2,5,-11
COc1cc(C(=O)OCC(=O)Nc2cc(-c3cc(C)c(C)cc3C)nn2-c2ccccc2)cc(OC)c1OC,-3,1,12,5,11,2,1,-5,6
Nc1c(C(=O)NC2CCCC2)c2nc3ccccc3nc2n1N,5,0,-249,-8,3,-7,-91,8,39
O=C(Nc1nc2c(s1)CN(Cc1ccccc1)CC2)C1CCC1,6,-3,-237,20,3,4,-48,0,-9
Cc1c(OC(C)C(=O)NCc2ccccn2)ccc2c3c(c(=O)oc12)CCCC3 (stereo not given),3,-2,-161,20,4,3,0,0,4
CCOC(=O)c1cn2nc(-c3ccc(OCC)cc3)cc2nc1C1CCN(C(=O)OC(C)(C)C)CC1,-4,-5,-268,10,39,1,-4,6,9
COC(=O)[C@H]1C[C@H]2[C@@H]3CC[C@H]4C[C@@H](OC)CC[C@]4(C)[C@H]3CC[C@]2(C)[C@@]2(CCCO2)O1,8,·,-4,·,·,·,1,-6,13
CN(CC(=O)Nc1ccccc1Cl)C(=O)c1cc(-c2cccs2)nn1-c1ccccc1,14,-1,-3,-15,-6,-15,-1,-1,-3
O=C(CCNS(=O)(=O)c1ccc2ccccc2c1)NCCOc1ccccc1,-2,1,-5,-5,1,3,-2,-2,3
CC(C)(C)C(=O)NC(=S)Nc1sc2c(c1C(N)=O)CCC2,-15,-2,22,-4,-6,4,2,5,-2
Cc1ccc(C(=O)CSc2nc3ccccc3c(=O)[nH]2)cc1,2,-1,5,-1,5,-1,1,-4,-11
O=C(CN1CCC(NC(=O)c2ccccc2F)CC1)NCc1ccc(F)cc1,-9,-1,24,-7,-8,-13,4,-6,3
O=C(O)CCCCCCNS(=O)(=O)c1ccccc1,0,-4,13,6,0,-6,1,-6,-12
O=C(N/N=C/c1ccc[nH]1)c1ccccc1O,-8,-2,-245,-27,-22,-15,-7,-13,-8
Cc1ccc(C(=O)NC2CCN(C(=O)NCc3ccccc3)CC2)cc1,0,-1,-1,-20,-2,-2,0,-8,1
O=c1c(O)c(-c2ccc3c(c2)OCO3)oc2ccccc12,13,-3,i,3,3,-11,-5,-5,-31
CSCCC1Nc2ccc(S(=O)(=O)N3CCOCC3)cc2NC1=O (stereo not given),·,·,-46,·,·,·,-24,1,-5
O=C(COC(=O)COc1cccc(C(F)(F)F)c1)NC1CCCC1,-10,0,-7,-16,0,-6,1,-1,1
CCOc1ncccc1C(=O)OCC(=O)c1ccc[nH]1,-4,1,1,-12,2,-8,-7,-1,13
COC(=O)Cn1nc(-c2ccccc2)c2cc(Cl)ccc21,0,-1,-5,13,3,-3,2,-1,0
CCCS(=O)(=O)N1CCCC(C(=O)c2ccccc2OC)C1 (stereo not given),-4,1,8,-11,-12,-4,4,-10,-15
O=C(COc1ccc(Nc2ccccc2)cc1)Nc1ccncc1,-3,-8,-4,-14,-8,-8,1,-4,37
N#Cc1ccc(-c2ccc(Cl)cc2)nc1Oc1ccc(F)cc1,4,0,-84,8,-3,8,-1,7,-11
O=C(NC1=NCCS1)C1CC2CCC1C2 (stereo not given),-9,-1,1,-8,1,-6,4,0,5

# Entries of single compounds, looked up by structure. Screens in order: SENP7 block	beta cell repl	SENP8 block-1	SENP6 block	UBC13 polyUb	SENP8 block-2	SENP1 inh	HKDC1 inh	PfG6PD inh
# COC(=O)Cn1nc(-c2ccccc2)c2cc(Cl)ccc21 as listed: 0	-1	-5	13	3	-3	2	-1	0
# CCCS(=O)(=O)N1CCCC(C(=O)c2ccccc2OC)C1 (stereo not given) as listed: -4	1	8	-11	-12	-4	4	-10	-15
# CC(C)(C)C(=O)NC(=S)Nc1sc2c(c1C(N)=O)CCC2 as listed: -15	-2	22	-4	-6	4	2	5	-2
# CN(CC(=O)Nc1ccccc1Cl)C(=O)c1cc(-c2cccs2)nn1-c1ccccc1 as listed: 14	-1	-3	-15	-6	-15	-1	-1	-3

# (continued)
SMILES,SENP7 block,beta cell repl,SENP8 block-1,SENP6 block,UBC13 polyUb,SENP8 block-2,SENP1 inh,HKDC1 inh,PfG6PD inh
O=C1CCCC(=O)C1C(=O)C1CCN(S(=O)(=O)c2ccccc2)CC1,5,-2,16,-4,4,-1,4,0,1
O=C(CCn1c(=O)oc2cc(Cl)ccc21)Nc1ccc(N2CCOCC2)cc1,-3,-2,-2,1,2,5,1,3,-9
CC(=O)N1c2c(cc(Br)cc2S(=O)(=O)N2CCOCC2)CC1C (stereo not given),4,-3,11,8,-2,0,1,-3,-4
CSC1=NCCN1C(=O)Cc1ccc(F)cc1,12,3,6,-10,4,5,-1,-7,0
O=C(OCc1nnc(-c2ccccc2)o1)C1CC(=O)N(c2ccccc2)C1 (stereo not given),6,-3,8,-17,-1,-10,2,5,-10
CC(C)c1ccc2[nH]c3c(c2c1)[C@@H]1CCN2C(=O)CCC[C@H](C3)[C@H]12,3,-2,-3,-15,7,-2,-23,2,24
O=C(CN1C(=O)COc2ccc(S(=O)(=O)N3CCCC3)cc21)N1CCCC1,-9,3,3,-2,-1,-2,-1,-6,3
COc1cccc(-c2ccc(-c3noc(-c4cccs4)n3)c(OC)n2)c1,-3,3,-464,-23,7,3,0,-3,14
CCC(C)N(C(=O)COC(=O)c1[nH]c(C)c(C(C)=O)c1C)C1CCS(=O)(=O)C1 (stereo not given),1,1,6,-2,3,3,3,-6,-11
CCCCCCCCCCCCCCCC(=O)OC(CC(=O)O)C[N+](C)(C)C (stereo not given),10,-5,1,-14,20,1,-2,1,9
CCCn1nnc(NC(=S)NC(=O)Cc2ccccc2)n1,0,1,8,-7,12,-6,2,-7,-3
CN(C)S(=O)(=O)c1cccc(-c2nnc(SCc3cc(Cl)cc4c3OCOC4)n2N)c1,9,-4,11,-9,1,-1,20,0,15
C[n+]1ccc(/C=C/c2c[nH]c3ccc(F)cc23)cc1,-6,-2,-57,-38,-186,-12,-20,-5,-7
CCCN(CCC)CCCNC(=O)CS(=O)Cc1nc(-c2ccc(OC)c(OC)c2)oc1C (stereo not given),8,-3,12,5,-7,7,-1,-7,-5
N=c1c(C(=O)NCc2ccco2)cc2c(=O)n3ccccc3nc2n1Cc1ccc(Cl)cc1,5,-5,-319,-3,-1,1,-20,6,12
